All columns: NCI-60 one-dose screen, growth in % after 48 h at 10 µM unless noted; 100 = growth as untreated, 0 = no growth, -100 = all killed.
RXF 393: RXF 393 renal cancer cells; 77,000 compounds, 6.9% hits; AID 1794773
OVCAR-4: OVCAR-4 ovarian cancer cells | 80,000 compounds, 3.7% hits | AID 1794784
OVCAR-5: OVCAR-5 ovarian cancer; 82,000 compounds, 2.9% hits
OVCAR-8: OVCAR-8 ovarian cancer; 81,000 compounds, 4.4% hits; AID 1794782
IGROV1: IGROV1 ovarian cancer; 79,000 compounds, 4.7% hits
A498: A498 renal cancer cells | 76,000 compounds, 5.4% hits | AID 1794774
OVCAR-3: OVCAR-3 ovarian cancer; 79,000 compounds, 7% hits
SK-OV-3: SK-OV-3 ovarian cancer cells | 80,000 compounds, 3.2% hits | AID 1794785
ACHN: ACHN renal cancer | AID 1794771 | 81,000 compounds, 4.9% hits
Numbers without * were called inactive; · = no result given; & = joins results of further samples; ! = not active in a repeat. Rule for the calls: active = growth percent below 10; inactive = the rest. No enrichment for hits; overall some 11% were active at least once.

No.	mol	RXF 393	OVCAR-4	OVCAR-5	OVCAR-8	IGROV1	A498	OVCAR-3	SK-OV-3	ACHN
1	COc1cc(-c2nc(C(=O)NCC(=O)NO)nn2-c2ccc(Cl)cc2)cc(OC)c1OC	107	105	93	98	112	110	103	93	99
2	Cc1c(Cl)cccc1NC(=O)c1sc2nc3c(cc2c1N)CCCCC3	23	59	58	32	55	-3.7*	-3.4*	48	62
3	COC(=O)c1cc(O)c2cc3c(cc2c1-c1cc(OC)c(OC)c(OC)c1)OCO3	-31*	71	45	46	44	46	8.4*	22	37
4	CCOC(=O)/C(N=O)=C(/O)c1ccccc1	109	117	106	112	132	112	126	107	110
5	O=C(O)c1cc(N2CCCCC2)nc2ccccc12	119	110	101	104	96	·	111	95	105
6	O=C(CSc1nc(-c2ccccc2)c(-c2ccccc2)o1)N1CCOCC1	·	101	113	99	122	72	111	107	101
7	CCOC(=O)CC1CSC(Nc2ccc(Cl)cc2)=N1 (centres undefined)	110	109	98	98	105	110	103	86	106
8	CCCCCCC/C=C\CCCCCCCCc1nc(-c2cc(OC)c(OC)c(OC)c2)no1	111	97	102	100	112	100	114	107	99
9	O=C(/C=C/c1ccc(Oc2ccc(Cl)cc2)cc1)c1ccc(Cl)cc1	106	93	110	94	93	84	101	112	111
10	O=C(O)c1ccc(-c2ccc(/C=N/NC(=O)c3[nH]c4ccc(Br)cc4c3-c3ccccc3)o2)cc1	-1.8*	38	76	-15*	18	99	1.4*	41	33
11	O=C1C2C3CCC(O3)C2C(=O)N1c1nccs1 (centres undefined)	107	117	105	102	·	117	122	108	100
12	O=C(c1ccc(F)cc1)[C@H]1[C@H]2CCCN2[C@@]2(C(=O)Nc3ccc(F)cc32)[C@]12C(=O)Nc1ccccc12	71	80	100	86	83	87	86	85	93
13	Cc1ccc(-c2nc3ccc(Cl)cn3c2NC(C)(C)CC(C)(C)C)o1	85	74	79	63	55	84	69	85	61
14	O=S(=O)(c1ccccc1)N1CCCc2ccccc21	·	113	103	99	100	77	102	105	99
15	COc1cc(-c2nc(-c3ccccc3)c(-c3ccccc3)n2-c2ccc(S(=O)(=O)Nc3ncccn3)cc2)ccc1O	·	98	98	92	94	99	107	122	84
16	COc1cc2c(c(OC)c1OC)C(=O)CC(c1cccc(NC(=O)c3cc(NC(=O)[C@H](CO)NC(=O)OC(C)(C)C)ccc3Cl)c1)O2 (some centres undefined)	47	48	87	22	37	92	27	82	46
17	CCOCC(=O)O	111	121	115	92	104	103	107	100	108
18	COc1cc(CCC[P+](c2ccccc2)(c2ccccc2)c2ccccc2)cc2c1OCO2	76	12	59	30	29	46	20	82	92
19	CCOC(=O)c1c2ccncc2n2c(=O)n(C)nnc12	194	96	113	108	125	106	107	88	103
20	CCN(CC)C(=O)CCCCCn1c2ccccc2c2c3c(c4c5ccccc5[nH]c4c21)C(=O)N(O)C3=O	46	57	104	21	28	69	47	80	-65*
21	COc1ccc(Cn2cc3c(c2-c2ccc(OC(C)=O)cc2)CCc2cnoc2-3)cc1	105	89	85	102	123	94	113	92	90
22	COc1c(F)ccc(C(=O)Nc2ccc3nc(NC(=O)C4CCCN(S(=O)(=O)c5ccc(Br)cc5)C4)sc3c2)c1F (centres undefined)	25	62	94	87	86	107	77	101	78
23	O=C1CSC(=S)N1CCc1ccc(O)cc1	96	89	101	93	101	97	78	99	91
24	COc1ccc2nc([C@H]3C[C@@H]3c3cc(OC)c4c(c3)OCO4)[nH]c2c1	102	115	100	93	104	78	104	109	89
25	NCc1ccc(S(=O)(=O)Nc2ccccc2)cc1	·	108	104	96	101	81	106	91	101
26	CC1=NN(c2ccccc2)C(=O)C1N=Nc1ccc(S(=O)(=O)Nc2cc(C)nc(C)n2)cc1 (centres undefined)	86	92	99	93	89	94	106	91	93
27	COc1cc(C2SCC(=O)N2NC(=O)CCC(=O)c2nc3ncccc3[nH]2)cc(OC)c1OC (centres undefined)	68	106	94	96	86	79	111	92	99
28	Cc1nc2ccccc2nc1SCc1n[nH]c(=S)o1	101	95	100	99	96	103	104	96	90
29	COc1ccc(-c2nc3ccccc3n2CC(=O)N=Nc2c(O)[nH]c3ccc(Br)cc23)cc1	64	91	113	71	60	139	49	97	88
30	Cc1sc2ncn3nc(CC#N)nc3c2c1C	·	99	104	98	99	100	101	83	99
31	C=C(C)CN1C(=O)C(C)S/C1=N/N=C1/SCC(=O)N1C (centres undefined)	106	96	94	96	101	87	108	102	98
32	c1cc(N2CCOCC2)nc(NCCNc2nc(N3CCOCC3)nc(N3CCOCC3)n2)n1	·	115	106	99	101	96	107	114	101
33	COc1ccc(-c2nnc(CNc3ccccn3)o2)cc1	106	99	98	95	·	80	104	87	91
34	CCN(CC)CCCNc1cc(OC)cc2nc3cc(Cl)ccc3nc12	-11*	-11*	-39*	-8.5*	-30*	14	-49*	6.3*	3.9*
35	CCN(CC)C(=O)c1ccc[n+](CCC(N)=O)c1	124	115	103	118	103	·	109	102	103
36	C#CCOc1ccc(/C=N/Nc2nc(-c3ccc(Cl)cc3)cs2)cc1OC	27	54	87	52	88	70	69	88	69

Quoted from the listing.
For IGROV1, compound 32 has the entry 101
For OVCAR-3, compound 33 has the entry 104
For A498, compound 30 has the entry 100
For OVCAR-4, compound 29 has the entry 91

Returning to the listing; the two compounds before the break are reprinted first.
No.	mol	RXF 393	OVCAR-4	OVCAR-5	OVCAR-8	IGROV1	A498	OVCAR-3	SK-OV-3	ACHN
35	CCN(CC)C(=O)c1ccc[n+](CCC(N)=O)c1	124	115	103	118	103	·	109	102	103
36	C#CCOc1ccc(/C=N/Nc2nc(-c3ccc(Cl)cc3)cs2)cc1OC	27	54	87	52	88	70	69	88	69
37	O=C(Nc1ccc2[nH]c(=S)sc2c1)Nc1ccccc1F	117	93	107	111	·	101	103	110	102
38	CCCCCCCCNC(=O)CCCCC(=O)NCCCCCCCC	109	107	126	102	99	105	110	108	99
39	COc1ccc2c(c1)c(=O)c(C(=O)O)cn2CCCOc1ccc([N+](=O)[O-])cc1	·	97	90	113	85	91	103	89	93
40	O=c1oc(-c2ccc(Cl)cc2)nc2cc(Cl)ccc12	125	104	112	94	92	92	79	101	100
41	O=[N+]([O-])c1ccc(S(=O)Cc2ccccc2)c([N+](=O)[O-])c1 (centres undefined)	-28*	1.6*!	93&82	95&46	106&90	85&98	-75*!	109&104	-92*
42	CSc1ccc(NC(=O)c2ccc(C(=N)N)cc2)cc1	113	100	103	97	107	105	108	100	110
43	C=C1C(=O)O[C@H]2[C@H]1CC/C(CNC(=O)/C=C/c1ccccc1F)=C\CC[C@@]1(C)O[C@@H]21	-90*	9.3*	28	4.6*	15	·	-63*	97	-66*
44	Nc1cccc(OCCOc2cccc([N+](=O)[O-])c2)c1	92	87	83	90	91	71	111	104	76
45	CCCSc1nc(NC2CC2)c(C#N)c(-c2ccc(OC)cc2)n1	·	85	105	69	108	100	93	115	85
46	Cc1c(C2(c3cc(C(C)C)c(O)c(Br)c3C)OS(=O)(=O)c3ccccc32)cc(C(C)C)c(O)c1Br	102	96	·	101	97	123	124	96	101
47	COc1ccc2c(c1)OS(=O)(=O)NC2c1nnc(-c2ccccc2)o1 (centres undefined)	108	105	101	106	96	·	111	·	96
48	FC(F)(F)c1cccc(Nc2nc3ccccc3nc2Nc2cccc(C(F)(F)F)c2)c1	-90*	12	4.1*	-24*	-58*	54	-30*	32	-22*

Filtered by structure: the entries above containing a nitro group on carbon
No.	mol	RXF 393	OVCAR-4	OVCAR-5	OVCAR-8	IGROV1	A498	OVCAR-3	SK-OV-3	ACHN
39	COc1ccc2c(c1)c(=O)c(C(=O)O)cn2CCCOc1ccc([N+](=O)[O-])cc1	·	97	90	113	85	91	103	89	93
41	O=[N+]([O-])c1ccc(S(=O)Cc2ccccc2)c([N+](=O)[O-])c1 (centres undefined)	-28*	1.6*!	93&82	95&46	106&90	85&98	-75*!	109&104	-92*
44	Nc1cccc(OCCOc2cccc([N+](=O)[O-])c2)c1	92	87	83	90	91	71	111	104	76

(list continues)
No.	mol	RXF 393	OVCAR-4	OVCAR-5	OVCAR-8	IGROV1	A498	OVCAR-3	SK-OV-3	ACHN
49	Cc1cc(S(=O)(=O)O)c(N)cc1N	97	·	99	103	98	114	117	104	101
50	[O-][n+]1c2ccccc2[n+]([O-])c2c3ccccc3[nH]c21	100	34	21	·	14	-39*	-21*	43	87
51	FC(F)(F)c1nc2nccnc2[nH]1	107	119	106	94	102	115	106	99	103
52	CC(=O)c1cc(C(=O)c2ccccc2)n2c1ccc1ccccc12	93	102	103	99	89	129	112	86	92
53	Clc1ccccc1/C=N\Nc1ccccn1	107	68	104	90	64	110	94	84	88
54	CC(C)(C)c1ccc(S(=O)(=O)Oc2ccc(NC(=O)C3CCCCC3)cc2)cc1	65	47	85	51	76	90	41	·	26
55	CCOC(=O)c1c(Nc2ccccc2)nn2c(-c3ccc(OC)c(OC)c3)ccnc12	·	72	85	51	102	·	·	72	55
56	COc1cc(-c2c(-c3ccccc3)noc2C(=O)Nc2ccc(Br)cc2)c(OC)c2c1OCO2	69	63	99	76	82	72	97	62	47
57	CCOC(=O)Nc1c(N)n(C)c(=O)n(C)c1=O	109	104	108	102	107	88	113	108	108
58	COc1cc2nc(-c3ccc(Cl)cc3)cc(OCCCN3CCCCC3)c2cc1OC	39	62	49	50	33	·	72	79	34
59	N=C(N)c1ccc(-c2ccc(-c3cc(Cl)cc(Cl)c3)s2)cc1	-90*	-66*	-78*	-13*	-74*	-95*	-83*	-79*	-94*
60	c1ccc(COc2nc(N3CCOCC3)nc3cc(NCc4cccnc4)ccc23)cc1	62	59	108	84	94	73	75	87	78
61	COc1ccc(CC(=O)Cc2ccc(OC)c(OC)c2)cc1OC	116	109	104	100	102	100	107	104	100
62	Nc1ccc(NCc2nc3sc4c(c3c(=O)[nH]2)CCCC4)cc1	110	102	115	90	82	101	91	89	91
63	c1ccc(C2CC(c3cccc(Nc4ccncc4)c3)=NN2c2ccccc2)cc1 (centres undefined)	·	67	82	68	63	83	78	84	90
64	c1ccc2cc3nc4cc5ccccc5cc4nc3cc2c1	137	104	92	85	87	107	97	97	97
65	CCC1(C)CCC(C)c2cc(C(C)=O)c(C)cc21 (centres undefined)	117	100	103	105	89	·	107	105	104
66	C[C@H]1C[C@@H](n2cnc3c(N)nccc32)[C@H](O)[C@@H]1O	7.0*	110	103	99	560	120	120	117	101
67	C=C1C(=O)O[C@H]2[C@H]1CC/C(COC(=O)NCc1ccc(Cn3c(=O)sn(-c4ccccc4)c3=O)cc1)=C\CC[C@@]1(C)O[C@@H]21	7.0*	35	68	42	-40*	127	-16*	134	30
68	Cc1cc(S(N)(=O)=O)ccc1Cl	108	114	103	106	104	·	109	101	102
69	CCCCC(CC)CCC(CC(C)C)OS(=O)(=O)O (centres undefined)	101	·	92	95	107	94	101	102	108
70	O=C(NC1CCCCC1)OCC1OC(n2cnc3c(=O)[nH]cnc32)C(OC(=O)NC2CCCCC2)C1OC(=O)NC1CCCCC1 (centres undefined)	·	106	96	96	114	·	115	76	106
71	COc1ccc2[nH]c(=O)c(/C=C/C(=O)/C=C/c3ccc(O)c(OC)c3)cc2c1	-77*	64	59	1.4*	2.7*	90	-11*	56	50

An excerpt from above with just OVCAR-4, SK-OV-3 and A498.
entry	SMILES	OVCAR-4	SK-OV-3	A498
68	Cc1cc(S(N)(=O)=O)ccc1Cl	114	101	·
69	CCCCC(CC)CCC(CC(C)C)OS(=O)(=O)O (centres undefined)	·	102	94
